SKKanGAS inh: SKKanGAS growth inhibition | 300,000 tested, 1.3% active | AID 1662 | inhibition, % at 7.5 µM | S. pyogenes SKKanGAS, kanamycin growth, BacTiter-Glo, 6 h;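 active = mean replicate score, as percent of positive control median, at least 50; inconclusive = mean below 50 but one replicate at or above 50; inactive = mean and every replicate below 50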;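 note: strain carries kanamycin resistance gene driven by streptokinase promoter and grows in 40 µg/ml kanamycin; loss of luminescence reflects streptokinase promoter inhibition or plain growth inhibition; 0% = median of DMSO wells and 100% = positive control at its reference dose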
aSyn UTR inh: MLPCN primary screen, SNCA 5' untranslated region; 300,000 tested, 0.82% active; alpha-synuclein 5'UTR reporter, inhibitor activity; inhibition, % (tested at 7.5 µM); in the data active = inhibition above about 60%; inconclusive = no clear call, values can overlap the other calls;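 note: H4 neuroglioblastoma cells stably carrying SNCA 5'UTR luciferase fusion; 0% = DMSO wells and 100% = positive control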
HSP90 inh: HSP90 refolding inhibition in rabbit reticulocyte lysate; luciferase refolding luminescence, 3 h; inhibition, % at 5.6 µM; 290,000 tested, 0.91% active;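 active = inhibition above the screen-wide mean plus 3 SD, computed separately per campaign, cut at about 16% in these data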;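 note: 0% = DMSO wells and 100% = 60 µM geldanamycin wells; inhibitors lower the luminescence because luciferase stays unfolded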
HSF1 inh: HSF1 inhibition. NIH3T3-HGL HSE-luciferase, MG132-induced, luminescence 8 h; hits give low values. 300,000 tested, 0.77% active. activity change, negative = inhibition, % at 7.5 µM (by protocol);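 active = more than half of replicate wells show activity change below -50%, luminescence cut by over half; inconclusive = some wells, but at most half, below -50%; inactive = no replicate well below -50%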;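 note: luciferase reports HSF-1 transcriptional activity via heat shock element; 0% = median of DMSO wells and -100% = zero luminescence signal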
HSF1 activator: increases HSF-1 driven luciferase reporter signal | NIH3T3-HGL HSF-1 luciferase reporter, MG132, 8 h; 100% = twice DMSO control signal | activation, % at 9 µM | 300,000 tested, 1.7% active;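 active = mean replicate activation of at least 50% with a set share of replicates each reaching 50%; inconclusive = only one of those two conditions met; inactive = mean below 50% and too few replicates reaching it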;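 note: 0% = median of the neutral control wells and 100% = twice that signal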
IEC-6 tox: kills IEC-6 intestinal cells in KLF5 counter-screen; IEC-6 cytotoxicity, luminescence viability; AID 1825; 290,000 tested, 0.78% active; inhibition, % at 5 µM; in the data active = inhibition above about 22%;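 note: 0% = plate median of test compound wells and 100% = cytotoxic reference compound wells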
Platelet DG rel: modulates dense granule release in human platelets; human platelet-rich plasma, SFLLRN dense granule ATP release, luminescence; inhibition, %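 (compounds screened at 7.5 µM in platelet-rich plasma)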; 300,000 tested, 0.22% active; AID 1663;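 active = mean replicate score, as percent of positive control, at or above 50; inconclusive = mean below 50 but at least one replicate at or above 50; inactive = mean and every replicate below 50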
AI-2 QS mod: modulates the Vibrio harveyi AI-2 quorum sensing system; Vibrio harveyi JMH597 AI-2 luminescence/OD600 ratio, 9 h; hits give low values; strain lacks LuxN and CqsS sensors; 0 = neutral-control median; activity change, % at 7.5 µM; 300,000 tested, 0.4% active; AID 2094; in the data active = activity change below about -75%, passing the limit was not always enough; inconclusive = no clear call, values can overlap the other calls;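 note: luminescence divided by OD600 gain over 9 h not by final OD600 alone; inactives centre near 13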
HIF activator: HIF pathway transcriptional activation; U2OS HRE-luciferase reporter, luminescence; normalized: DMSO 0%, desferrioxamine 100%; 300,000 tested, 0.32% active; activation, % at 7.5 µM (by protocol);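 active = mean activation of at least 10% of the iron chelator positive control signal, with at least half of replicates also reaching 10%; inconclusive = mean and replicate majority disagree about reaching 10%; inactive = mean and most replicates under 10%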
KLF5 inhibitor: inhibitors of KLF5 expression; DLD-1 KLF5 promoter-luciferase reporter, luminescence; inhibition, % at 5 µM; 290,000 tested, 0.23% active; AID 1700;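 active = inhibition above a per-plate limit of that plate's mean compound inhibition plus 3 SD, cut at about 60% in these data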;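 note: 0% = DMSO wells and 100% = LY294002 at 200 µM; higher means less KLF5 promoter-driven luciferase light; inactives centre near -14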
Numbers without * were called inactive; ? = inconclusive; · = no result given.

1) Cc1ccc(-c2csc3nc(SCC(=O)N(C)C)n(Cc4ccccc4)c(=O)c23)cc1
2) COc1ccc(/C(C)=N/NC(=S)NCCc2ccccc2)cc1
3) Cc1ccc(S(=O)(=O)NC(=O)c2ccc(-c3ccc(C)c4ccccc34)o2)cc1
4) COc1ccc(CCNC(=O)c2cc3sc(Cl)cc3n2C)cc1OC
5) CCOC(=O)c1[nH]c(C)c(C(=O)Nc2ccc3c(c2)OCCO3)c1C
6) CC(=O)Nc1ccc(-n2c(C)c(C(C)=O)c(C(C)=O)c2C)cc1
7) CC(=O)c1ccc(NC(=O)C2CCCNC2=O)cc1 (centres undefined)
8) CCC(C)NC(=O)Cn1c(=O)n(CCCCC(=O)NCc2ccco2)c(=O)c2ccccc21 (centres undefined)
assay / compound,1,2,3,4,5,6,7,8
SKKanGAS inh,24,-14,20,31,-12,2,4,-7
aSyn UTR inh,24,-5,-17,9,-53,-15,-8,8
HSP90 inh,-2,2,-4,-1,0,-1,4,1
HSF1 inh,-23,11,4,8,-18,-14,-5,-3
HSF1 activator,-34,22,-4,15,-26,-36,27,5
IEC-6 tox,2,15,-5,4,-6,-5,-1,0
Platelet DG rel,6,-3,10,6,0,3,-4,3
AI-2 QS mod,37,25,59,19,21,35,-42,17
HIF activator,?,0.9,-0.7,-0.1,0.6,-0.4,0.0,0.0
KLF5 inhibitor,-23,11,0,-8,-4,-27,-25,7

9) COc1ccc(NC(=O)c2nc(C)c(C3(C)CC(c4cccnc4)=NO3)s2)cc1 (centres undefined)
10) COc1ccc(Cn2cccc(NC(=O)Nc3cccc(OC)c3)c2=O)cc1
11) Cc1cccc(-n2c(C)nc3ccsc3c2=O)c1
12) COc1cc(C(=O)Nc2ccc(S(=O)(=O)Nc3cnc4ccccc4n3)cc2)cc(OC)c1OC
13) COc1cc(/C=N\Nc2nc(-c3cccs3)c(NC(C)=O)s2)ccc1O
14) Cc1ccc(NC(=O)C(C)SCc2ccccc2)cc1 (centres undefined)
15) CC(C)Oc1ccc(CC(=O)NNC(=S)Nc2ccccc2)cc1
16) NCC(O)(c1ccc(Cl)cc1)c1ccc(Cl)cc1
assay / compound,9,10,11,12,13,14,15,16
SKKanGAS inh,7,-2,-9,29,2,-1,1,5
aSyn UTR inh,-8,5,-14,5,-6,-87,2,-2
HSP90 inh,·,-2,·,-5,3,0,-3,2
HSF1 inh,-14,2,-4,3,1,9,-1,14
HSF1 activator,-16,12,6,3,-1,8,6,21
IEC-6 tox,·,4,·,1,2,-2,5,8
Platelet DG rel,-1,-2,25,5,-2,-5,2,4
AI-2 QS mod,5,4,29,5,3,-3,22,19
HIF activator,0.3,0.4,0.0,-1.7,0.0,2.3,-0.1,-0.1
KLF5 inhibitor,·,-17,·,-17,-15,-27,-7,-23

17) O=C(NCC1CCCO1)c1nnc(Cc2ccc(F)cc2)o1 (centres undefined)
18) CCOc1cccc(CNCCSc2nnnn2C)c1
19) CCOc1ccc(Oc2ccc(NC(=O)[C@@H](NC(N)=O)[C@@H](C)CC)cc2)cc1
20) CC1CCCCN1C(=O)N[C@@H](Cc1ccccc1)C(=O)O (some centres undefined)
21) COc1ccc(N(Cc2cc3ccc(C)cc3[nH]c2=O)S(=O)(=O)c2ccccc2)cc1
22) COc1cccc(-c2nc(C(N)=O)c3[nH]c(=O)n(-c4cccc(Cl)c4)c3n2)c1OC
23) CCOC(=O)CNC(=O)N1CCCC(C(=O)c2ccccc2SC)C1 (centres undefined)
24) COc1ccc(C(=O)NCc2ccc3c(c2)OCO3)cc1
assay / compound,17,18,19,20,21,22,23,24
SKKanGAS inh,-2,-3,1,0,0,22,-2,4
aSyn UTR inh,-2,14,-5,-5,8,30,15,11
HSP90 inh,5,4,2,-1,7,-4,4,1
HSF1 inh,-5,2,-1,-7,11,-2,-4,2
HSF1 activator,-15,1,3,0,27,5,-11,3
IEC-6 tox,1,2,5,1,15,-8,5,1
Platelet DG rel,8,-4,21,1,-28,19,-1,0
AI-2 QS mod,21,4,28,17,26,37,16,-7
HIF activator,0.1,0.5,0.7,0.1,-0.5,-0.2,-0.1,-0.3
KLF5 inhibitor,19,-24,-2,-10,-11,-32,-15,6

25) O=C(Cc1cn2ccsc2n1)Nc1ccccn1
26) COc1cccc(NS(=O)(=O)c2ccc(-c3coc(C)n3)cc2)c1
27) COCCC(=O)N1CCC(Oc2ccc(C(=O)N3CCC[C@H]3CO)cc2)CC1
28) O=C(CN1CCC(NC(=O)c2ccccc2Cl)CC1)NCc1ccccc1
29) O=C(CSc1nccn(-c2ccc(Br)cc2)c1=O)NC1CCCC1
30) O=C(NCC1CCCO1)c1ccc(Br)o1 (centres undefined)
31) CCCCNC(=O)CN1C(=O)c2cccc(N)c2C1=O
32) COc1ccc(NCC(=O)N/N=C/c2c(C)nn(Cc3ccccc3)c2Cl)cc1
assay / compound,25,26,27,28,29,30,31,32
SKKanGAS inh,-1,2,0,-1,11,1,-3,-4
aSyn UTR inh,-9,8,-2,-20,6,-14,-12,-28
HSP90 inh,3,-6,-1,3,·,4,1,1
HSF1 inh,-5,-1,-8,-3,-4,-5,-3,17
HSF1 activator,-7,-8,6,13,-4,-4,2,20
IEC-6 tox,-3,-4,-6,0,·,1,-10,3
Platelet DG rel,-13,-15,-12,-19,1,0,4,-11
AI-2 QS mod,8,35,5,22,27,5,13,-6
HIF activator,-0.3,-0.3,0.0,0.0,0.3,-0.5,-1.0,0.5
KLF5 inhibitor,-46,-16,-22,13,·,-9,-2,-20

33) CC(C)(C)c1ccc(C(=O)c2cn[nH]c2-c2ccccc2O)cc1
34) N/C(=N\OC(=O)CCCCCN1C(=O)c2ccccc2C1=O)c1ccccn1
35) C=CCNC(=O)NC(=O)CSc1nnc(C(F)(F)F)n1C
36) ON=C1c2cc(OCCN3CCCCC3)ccc2-c2ccc(OCCN3CCCCC3)cc21
37) CN1CCN(c2ccccc2NC(=O)COc2ccccc2)CC1
38) CC(=O)Nc1ccc(NC(=O)C/C(C)=N/NC(=O)COc2cc(C)c(Br)cc2Br)cc1
39) CN1C(C(=O)NCc2ccc(OC(F)(F)F)cc2)CC2Cn3c(nc4cc(Cl)c(Cl)cc43)C21 (centres undefined)
40) COc1cc(C)c(S(=O)(=O)n2ccc(C)n2)cc1C
assay / compound,33,34,35,36,37,38,39,40
SKKanGAS inh,-3,-14,5,-2,-6,-1,25,5
aSyn UTR inh,-134,-23,3,-189,10,0,3,-14
HSP90 inh,4,-1,1,9,4,-5,·,0
HSF1 inh,22,-1,7,-11,-2,0,-2,3
HSF1 activator,24,19,28,-20,-5,30,15,-3
IEC-6 tox,5,-10,2,5,-6,0,·,10
Platelet DG rel,-4,-17,-1,0,11,0,5,-2
AI-2 QS mod,-92*,26,31,9,13,7,1,-30
HIF activator,2.5,0.0,-0.7,16*,-0.1,-0.4,0.1,-13
KLF5 inhibitor,-71,-46,-24,-34,-10,-1,·,-3

41) Cc1ccc(C(=O)Nc2cccnc2)cc1S(=O)(=O)N1CCOCC1
42) Cn1c(SCCOc2ccc(F)cc2)nnc1-c1ccncc1
43) COCC(=O)N1CCC(Oc2ccc(C(=O)N3C[C@@H](C)O[C@@H](C)C3)cc2)CC1
44) Cc1ccc(NC(=O)CN(C)C(=O)CSc2nc3ccccc3c(=O)n2Cc2ccco2)cc1
45) COc1cc(NC(=O)c2[nH]c(C)c(C(C)=O)c2C)cc(OC)c1OC
46) Cc1ccc(S(=O)(=O)N/N=C/c2cccc(OC3CSC3)c2)cc1
47) Cc1ccc(S(=O)(=O)Nc2ccccn2)cc1[N+](=O)[O-]
48) COCc1cc(C)nc(SCC(=O)Nc2cccc(C)c2C)c1C#N
assay / compound,41,42,43,44,45,46,47,48
SKKanGAS inh,-1,-20,-1,-1,2,-24,-5,6
aSyn UTR inh,-18,-62,-3,4,-18,-5,-13,18
HSP90 inh,1,-5,0,0,-3,-7,0,-2
HSF1 inh,-4,8,-3,-1,-1,-8,-3,1
HSF1 activator,3,10,4,5,8,-7,-4,1
IEC-6 tox,-3,2,-1,1,10,0,-3,2
Platelet DG rel,1,1,11,-3,11,-1,-4,-2
AI-2 QS mod,15,-3,23,27,1,22,4,18
HIF activator,-0.4,-0.1,0.1,-0.2,-0.2,-0.3,0.5,-0.2
KLF5 inhibitor,-37,-46,-49,-27,-7,1,-5,-10

A few values from the entries so far:
In HSF1 inh, COc1cc(NC(=O)c2[nH]c(C)c(C(C)=O)c2C)cc(OC)c1OC has -1
In IEC-6 tox, Cn1c(SCCOc2ccc(F)cc2)nnc1-c1ccncc1 has 2
In HSF1 inh, Cc1ccc(S(=O)(=O)Nc2ccccn2)cc1[N+](=O)[O-] has -3
In KLF5 inhibitor, Cc1ccc(S(=O)(=O)N/N=C/c2cccc(OC3CSC3)c2)cc1 has 1
In aSyn UTR inh, COCC(=O)N1CCC(Oc2ccc(C(=O)N3C[C@@H](C)O[C@@H](C)C3)cc2)CC1 has -3

Other records.
49) CC1CC(C)CN(C(=O)CSCC(=O)Nc2nc(-c3cccs3)cs2)C1 (centres undefined)
50) O=C(C1=C[C@@H](c2coc3ccccc3c2=O)C[C@@H](OCc2ccc(CO)cc2)O1)N1CCCCCCC1
51) Cc1c(C(c2ccccc2)c2c(C)n(C)n(-c3ccccc3)c2=O)c(=O)n(-c2ccccc2)n1C
52) O=[N+]([O-])c1ccc(N/N=C2/CCCCC2c2ccccn2)cc1 (centres undefined)
53) Cc1ccc(-n2c(COc3c(C)cccc3C)nnc2SCC(=O)Nc2nccs2)cc1
54) CNC(=S)N/N=C/c1cn(Cc2ccc(F)cc2)c2ccccc12
55) CC1(c2ccccc2)CC(C)(C)N2C(=O)C3(C(C#N)=C(N)Oc4cc(O)ccc43)c3cccc1c32 (centres undefined)
56) Nc1nonc1C(=O)NC(c1ccccc1)c1ccccc1
57) Cc1nc2ccccc2n1S(=O)(=O)N(C)C
58) CCOC(=O)C1CCCCN1Cc1cccc(C(F)(F)F)c1 (centres undefined)
assay / compound,49,50,51,52,53,54,55,56,57,58
SKKanGAS inh,5,-2,-1,2,1,13,32,5,4,-6
aSyn UTR inh,-55,32,10,-4,0,10,10,30,0,-2
HSP90 inh,-1,1,0,2,0,3,4,2,-3,-1
HSF1 inh,-23,3,2,5,-5,16,27,-1,-6,0
HSF1 activator,-30,33,2,9,-19,20,41,-2,-6,-5
IEC-6 tox,3,2,3,5,-2,-2,-1,-2,1,3
Platelet DG rel,-2,-3,4,9,10,-8,-7,7,7,12
AI-2 QS mod,21,6,13,-8,6,24,42,16,23,-2
HIF activator,1.4,-0.4,0.0,-0.3,0.1,-0.2,-0.4,-0.4,0.0,0.0
KLF5 inhibitor,0,-8,3,10,-7,2,-3,-33,-44,-5

From compound 57 as far as 58, as listed above:
57) Cc1nc2ccccc2n1S(=O)(=O)N(C)C
58) CCOC(=O)C1CCCCN1Cc1cccc(C(F)(F)F)c1 (centres undefined)
assay / compound,57,58
SKKanGAS inh,4,-6
aSyn UTR inh,0,-2
HSP90 inh,-3,-1
HSF1 inh,-6,0
HSF1 activator,-6,-5
IEC-6 tox,1,3
Platelet DG rel,7,12
AI-2 QS mod,23,-2
HIF activator,0.0,0.0
KLF5 inhibitor,-44,-5
